Assay outcomes: PubChem BioAssay, several laboratories
NR2F2 inh: inhibitors of human COUP-TFII (NR2F2); HEK293T NGFI-A luciferase reporter, luminescence; inhibition, % at 8.6 µM; actives 0.7% (n = 370,000); AID 686940;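 active = inhibition above a per-plate cutoff, mean inhibition of test wells between control levels plus 3 SD, cut at about 38% in these data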;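 note: cells cotransfected with COUP-TFII expression vector driving the NGFI-A reporter; 0% = median of COUP-TF2 test wells and 100% = reporter-only cells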
TROY signal inh: blocks TROY-dependent signaling in reporter cells | Q293 LMP1-TROYcd NF-kB luciferase reporter, 4 h | inhibition, % at 10 µM | actives 0.98% (n = 360,000);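 active = compounds whose plate-normalised and pattern-corrected inhibition of the luciferase reporter signal at the single screening dose is 50% or more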
LRH-1 inv ag: suppresses constitutive activity of human LRH-1. O00482. HEK293T StAR-luciferase reporter, LRH-1 transfected, 24 h. inhibition, % at 3.6 µM. actives 0.13% (n = 360,000). AID 602396;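 active = inhibition above the mean inhibition of all tested compounds plus 3 SD, cut at about 73% in these data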;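 note: 0% = DMSO wells and 100% = reporter-only cells lacking LRH-1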
NCOA2 inhibitor: inhibits human steroid receptor coactivator 2. Q15596. HEK293 GAL4-SRC2 luciferase reporter, luminescence. inhibition, % at 9 µM. actives 0.17% (n = 370,000);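 active = inhibition above the mean inhibition of all tested compounds plus 3 SD, set per campaign, cut at about 52% in these data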;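 note: 0% = DMSO treated cells and 100% = cells given Gossypol at 36 µM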
NOD2-RIPK2 inh: NOD2-RIPK2 protein interaction inhibition. actives 0.38% (n = 360,000). CHO BLA complementation NOD2-RIPK2, CCF4 ratio. O43353. inhibition, % at 4.98 µM; in the data active = inhibition above about 21%;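 note: 0% = vehicle only and 100% = reference blocker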
SRC3 inh: inhibitors of human steroid receptor coactivator 3 (SRC3). actives 0.17% (n = 360,000). HEK293 GAL4-SRC3 luciferase reporter, luminescence. inhibition, % at 3.6 µM. Q9Y6Q9;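 active = inhibition above a per-campaign cutoff, the mean of all compounds plus 3 SD, cut at about 60% in these data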;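 note: 0% = DMSO-treated cells and 100% = gossypol-treated cells at 36 µM; higher means less SRC3-driven luciferase light from the GAL4 reporter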
C8 TRAIL sens: sensitizes caspase-8 expressing cells to TRAIL; NB7+C8 cells + TRAIL, ATPlite viability luminescence; inhibition (viability loss, TRAIL sensitization), % at 10 µM; actives 1% (n = 360,000);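 active = compounds causing at least 50% loss of cell viability in the single-dose screen, relative to plate controls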
TLR9-MyD88 inh: blocks human TLR9 binding to MyD88; Q9NR96+Q99836; inhibition, % at 4.98 µM; AID 504734; CHO BLA complementation TLR9-MyD88, CCF4 FRET ratio; actives 0.21% (n = 340,000);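 active = inhibition above the mean over all tested compounds plus 3 SD, cut at about 21% in these data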;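 note: 0% = DMSO only wells and 100% = clavulanate BLA inhibitor control wells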
LMP1 NFkB inh: inhibitors of Epstein-Barr LMP1-induced NF-kappaB reporter; LMP1-induced NF-kappaB luciferase reporter cells, luminescence; inhibition, % at 12.5 µM; actives 0.69% (n = 350,000); AID 504558; in the data active = inhibition above about 41%;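 note: 0% = neutral control wells and 100% = reference inhibitor control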
TWEAK-Fn14 inh: TWEAK-Fn14 signaling inhibition | TWEAK-stimulated Fn14 reporter cells, luciferase luminescence, 8 h | inhibition, % at 10 µM | actives 2% (n = 360,000); in the data active = inhibition above about 50%
SRC1 inh: inhibits human SRC1 coactivator. HEK293 GAL4-SRC1 luciferase reporter, luminescence. inhibition, % at 3.6 µM. actives 0.12% (n = 360,000);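 active = inhibition above the campaign mean plus 3 SD, with each screening campaign given its own cutoff, cut at about 60% in these data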;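 note: 0% = DMSO treated cells and 100% = gossypol at 36 µM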
Target sequence (Q15788 whole entry, looked up, the tested form may be a part): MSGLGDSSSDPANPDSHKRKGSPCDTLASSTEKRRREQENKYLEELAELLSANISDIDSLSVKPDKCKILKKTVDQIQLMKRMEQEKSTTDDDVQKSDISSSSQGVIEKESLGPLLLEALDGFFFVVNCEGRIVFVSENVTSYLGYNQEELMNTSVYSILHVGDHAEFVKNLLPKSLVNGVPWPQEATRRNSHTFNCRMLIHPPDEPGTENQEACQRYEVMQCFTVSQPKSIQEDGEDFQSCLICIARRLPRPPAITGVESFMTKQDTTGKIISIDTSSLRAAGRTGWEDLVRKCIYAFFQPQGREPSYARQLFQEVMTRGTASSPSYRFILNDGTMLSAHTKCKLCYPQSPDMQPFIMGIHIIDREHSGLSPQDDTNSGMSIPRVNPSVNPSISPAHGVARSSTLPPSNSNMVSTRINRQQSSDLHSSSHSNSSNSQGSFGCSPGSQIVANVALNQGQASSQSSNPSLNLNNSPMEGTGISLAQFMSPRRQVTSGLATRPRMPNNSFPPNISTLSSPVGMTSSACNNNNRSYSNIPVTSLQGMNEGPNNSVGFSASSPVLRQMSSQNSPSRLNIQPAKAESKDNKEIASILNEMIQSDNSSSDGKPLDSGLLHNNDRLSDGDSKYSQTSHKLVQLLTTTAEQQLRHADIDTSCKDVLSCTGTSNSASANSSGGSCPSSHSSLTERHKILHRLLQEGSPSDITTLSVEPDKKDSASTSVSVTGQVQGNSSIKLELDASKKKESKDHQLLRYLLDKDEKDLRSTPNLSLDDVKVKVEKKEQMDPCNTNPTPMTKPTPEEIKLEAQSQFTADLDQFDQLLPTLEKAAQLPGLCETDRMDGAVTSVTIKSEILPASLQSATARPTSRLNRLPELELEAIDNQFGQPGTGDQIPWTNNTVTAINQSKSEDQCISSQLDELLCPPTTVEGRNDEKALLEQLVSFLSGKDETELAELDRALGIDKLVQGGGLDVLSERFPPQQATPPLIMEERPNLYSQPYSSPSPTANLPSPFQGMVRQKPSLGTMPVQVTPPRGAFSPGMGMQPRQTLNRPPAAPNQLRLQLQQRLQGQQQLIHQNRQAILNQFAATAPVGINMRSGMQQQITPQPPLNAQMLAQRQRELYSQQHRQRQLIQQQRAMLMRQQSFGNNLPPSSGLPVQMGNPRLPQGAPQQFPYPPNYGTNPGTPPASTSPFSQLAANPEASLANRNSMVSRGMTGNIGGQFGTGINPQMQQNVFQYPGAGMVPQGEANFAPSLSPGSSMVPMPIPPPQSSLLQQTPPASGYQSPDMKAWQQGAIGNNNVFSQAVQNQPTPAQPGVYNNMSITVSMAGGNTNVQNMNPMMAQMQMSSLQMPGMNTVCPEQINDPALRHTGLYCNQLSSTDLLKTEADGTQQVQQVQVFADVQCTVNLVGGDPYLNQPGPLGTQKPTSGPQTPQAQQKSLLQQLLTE
Numbers without * were called inactive; . = no result given. These rows are one share of the data; the hit share may differ from the screen's.

| no. | SMILES | LMP1 NFkB inh | TWEAK-Fn14 inh | NOD2-RIPK2 inh | SRC1 inh | TLR9-MyD88 inh | SRC3 inh | TROY signal inh | LRH-1 inv ag | C8 TRAIL sens | NR2F2 inh | NCOA2 inhibitor |
| --- | --- | --- | --- | --- | --- | --- | --- | --- | --- | --- | --- | --- |
| 1 | O=C(Cn1cc(S(=O)(=O)Cc2cccc([N+](=O)[O-])c2)c2ccccc21)N1CCOCC1 | 3 | 19 | -9 | -28 | -10 | -12 | 16 | 40 | 4 | -5 | 5 |
| 2 | c1ccc(-c2ccccc2OCCCN2CCCCCC2)cc1 | -41 | -9 | -16 | -3 | 2 | 29 | -8 | 27 | 10 | 5 | -11 |
| 3 | O=C(Nc1cccc(-c2cn3cccnc3n2)c1)c1ccc(Br)o1 | -6 | 3 | 1 | -12 | 0 | -5 | -12 | 8 | 0 | 2 | -36 |
| 4 | CC(NC(=O)COC(=O)c1ccc2c(c1)OCO2)c1ccccc1 (stereo not drawn) | -3 | 0 | 0 | 1 | 10 | -5 | -6 | 2 | 0 | -16 | -45 |
| 5 | COc1ccc(-n2nc(C(=O)NCC(=O)N3CCCCCC3)c3ccccc3c2=O)cc1Cl | -14 | 15 | -2 | -11 | -7 | -1 | -13 | -6 | -1 | 3 | -18 |
| 6 | COc1ccc(S(=O)(=O)Nc2ccc3c(c2)C(=O)N([C@H](C)CO)C[C@H](C)[C@@H](CN(C)C(=O)Nc2ccc(F)cc2)OCCCC[C@H](C)O3)cc1 | -1 | 19 | -9 | -2 | 9 | 6 | 4 | -8 | -8 | -10 | -7 |
| 7 | O=C1CCN(Cc2nnnn2CC2CCCO2)c2ccccc2N1 (stereo not drawn) | -2 | 18 | -16 | -1 | 17 | 7 | -33 | 3 | -2 | . | . |
| 8 | COc1ccccc1N1C(=O)C2C(c3ccc(F)cc3)NN(C(=O)c3ccc(C)cc3)C2C1=O (stereo not drawn) | 5 | 8 | 4 | 3 | 0 | 18 | 12 | 8 | 4 | -8 | -7 |
| 9 | CCn1nnc(NC(=O)c2ccc(C(C)(C)C)cc2)n1 | -4 | 18 | 0 | -101 | -10 | -41 | -49 | -117 | 78* | -39 | -8 |
| 10 | O=C(O)c1ccc(NS(=O)(=O)c2ccc3c(c2)C(=O)c2ccccc2C3=O)cc1 | -6 | 8 | -7 | -96 | . | 6 | -5 | 4 | 1 | 7 | 15 |
| 11 | CN(CC(=O)Nc1ccc(F)cc1)C(=O)C1CC(=O)N(Cc2ccccc2)C1 (stereo not drawn) | -14 | 0 | -7 | -27 | 5 | 9 | -12 | 4 | -6 | 8 | -5 |
| 12 | CCN(Cc1ccccc1)C(=O)c1ccc(C(=O)N(CC)Cc2ccccc2)cc1 | 7 | 8 | 12 | 4 | -9 | -3 | 10 | 2 | 11 | 3 | -8 |
| 13 | CCOC(=O)c1sc(NC(=O)COC(=O)c2ccco2)nc1C | 4 | -22 | 3 | -4 | -14 | -5 | -14 | 14 | 11 | -9 | 3 |
| 14 | CC(=O)Nc1sc(C)c(C)c1C(=O)OCC(=O)NC(C)c1ccccc1 (stereo not drawn) | 2 | -12 | 2 | 18 | 1 | 13 | -12 | -10 | -15 | 18 | 17 |
| 15 | O=C(NN1CCOCC1)c1cc(-c2ccc(Br)cc2)nc2ccccc12 | -2 | 14 | 0 | 6 | -11 | 1 | -16 | -21 | -8 | 29 | -3 |
| 16 | COc1ccccc1/C=C/C(=O)OCC(=O)Nc1ccc2c(c1)OCO2 | -2 | 2 | -3 | -2 | -3 | 4 | -11 | -37 | -7 | -8 | 6 |
| 17 | COc1ccccc1OCCNC(=O)c1ccc(C)c(S(=O)(=O)N2CCOCC2)c1 | 8 | 1 | 9 | -1 | -1 | 9 | 28 | -8 | -29 | -2 | 1 |
| 18 | CCN(C[C@H]1N[C@@](C)(C(=O)OC)[C@H]2C(=O)N(C)C(=O)[C@@H]12)S(=O)(=O)c1ccc(F)cc1 | -5 | 3 | -9 | -7 | 4 | -6 | -1 | 20 | -11 | -7 | 4 |
| 19 | COc1cc2cc(CN(CCc3cccc(C)c3)C(=S)NCCCN3CCOCC3)c(=O)[nH]c2cc1OC | -4 | 2 | -8 | 1 | -7 | 6 | 0 | 12 | 0 | -1 | -32 |
| 20 | COc1cc2c3nnc(-c4ccccc4)c-3cn(Cc3ccc(F)cc3)c2cc1OC | 0 | -36 | -22 | -21 | -9 | 1 | -6 | 32 | 3 | -8 | -47 |
| 21 | Cc1ccc(Cn2c(Cc3ccccc3)nc3ccccc32)cc1 | -12 | 3 | 6 | 2 | 10 | -5 | 14 | 13 | -5 | -1 | -5 |
| 22 | O=C(COC(=O)CCCSc1nc2ccccc2[nH]1)Nc1ccc(Oc2ccccc2)cc1 | 7 | 0 | 1 | -10 | 4 | 15 | -25 | 4 | -7 | -8 | -19 |
| 23 | COc1ccc(OCC(=O)Nc2ccc3c(c2)CCC3)cc1 | 0 | -18 | -4 | -1 | -11 | -5 | -64 | 1 | -3 | -1 | 6 |
| 24 | O=C(/C=C/c1ccccc1)N1CCC(c2ccccc2)C1 (stereo not drawn) | -20 | -27 | -2 | -116 | 3 | -56 | -55 | -166 | 19 | -51 | -35 |
| 25 | O=C(NC(=S)NC(=O)c1ccccc1F)c1ccccc1F | 6 | -26 | -6 | -5 | -6 | -6 | -31 | -1 | 0 | -5 | 5 |
| 26 | Cn1ccnc1SCC(=O)Nc1nc2ccccc2s1 | -18 | -13 | -3 | -30 | 6 | -56 | -34 | -132 | -2 | -22 | -44 |
| 27 | COc1ccc2c(c1)c(C(=O)N/N=C/c1cccc(Br)c1)c(C)n2C | 0 | 1 | -4 | 8 | -11 | 9 | 5 | -1 | 11 | -3 | -2 |
| 28 | CCO[C@H]1OC(C(=O)N2CCN(Cc3ccccc3)CC2)=C[C@@H](c2coc3ccccc3c2=O)[C@@H]1CCCO | 5 | -8 | -2 | 5 | -7 | 4 | 7 | 3 | -7 | 21 | -13 |
| 29 | N#Cc1nc(Cc2ccccc2)oc1N1CCN(c2cccc(Cl)c2)CC1 | 6 | -16 | -5 | 5 | -11 | 3 | 16 | 4 | 8 | . | . |
| 30 | COC(=O)C1C(O)=C(C=NCC(C)N=CC2=C(O)C(C(=O)OC)C(C)(C)CC2=O)C(=O)CC1(C)C (stereo not drawn) | 2 | 5 | 0 | 7 | -10 | 11 | -12 | -2 | -10 | 7 | 26 |
| 31 | O=C(CN1C(=O)NC2(CCCC2)C1=O)N1CCN(S(=O)(=O)c2ccc(Cl)cc2)CC1 | -7 | 2 | 0 | -22 | -9 | 10 | 17 | 0 | -1 | 9 | -1 |
| 32 | Cc1nc2scc(-c3ccc(C(C)(C)C)cc3)c2c(=O)n1N | 6 | 9 | -2 | 3 | -2 | 11 | 13 | -5 | -3 | 19 | 14 |
| 33 | CCCCn1c(SC(C)C(=O)c2ccc(OC)cc2)nc2cc(S(N)(=O)=O)ccc21 (stereo not drawn) | -6 | -8 | -4 | 14 | -4 | 12 | -11 | 10 | 5 | -5 | 2 |
| 34 | O=C1CCCc2c1[nH]c1ccc(CN3CCCCC3)cc21 | 10 | -2 | 2 | -25 | -4 | 17 | -3 | -3 | 10 | -50 | -33 |
| 35 | CCOCCCn1c(=NC(=O)c2cccs2)c(C#N)cc2c(=O)n3cccc(C)c3nc21 | 8 | -5 | -30 | 0 | -17 | -3 | -22 | -16 | -8 | 9 | 4 |
| 36 | Cc1cc(=O)[nH]c(N/N=C/c2ccc(Br)s2)n1 | -16 | 27 | -5 | -36 | -8 | -25 | 10 | -56 | 4 | -14 | -59 |
| 37 | CCOC(=O)C1=C(C)NC(=O)CC1c1ccccc1 (stereo not drawn) | 7 | 8 | -4 | 1 | 0 | 20 | 8 | 0 | 4 | 7 | -6 |
| 38 | c1ccc(Nc2nnc(-c3cccnc3)s2)cc1 | -3 | 51* | -10 | -89 | -17 | -97 | -6 | -106 | 53* | -29 | -65 |
| 39 | COc1ccc(OC)c(/C=N/NC(=O)c2[nH]nc3c2CCc2ccccc2-3)c1 | -2 | 11 | 4 | 12 | 0 | 8 | 4 | -20 | 15 | -13 | -10 |
| 40 | O=C(NCc1ccccc1CN1CCCC1)c1ccc(S(=O)(=O)Nc2ccccc2)cc1 | -6 | -10 | -7 | 5 | -5 | -1 | 18 | 16 | 12 | -16 | -8 |
| 41 | COc1ccc(CN2CCN(C(=O)Cn3nc(C)n4cccc4c3=O)CC2)c(OC)c1OC | 1 | -18 | -2 | -8 | -6 | -11 | 0 | 8 | -3 | 19 | 13 |
| 42 | c1ccc(Oc2nc(N3CCOCC3)nc(N3CCOCC3)n2)cc1 | -2 | -19 | 0 | 2 | -8 | 3 | -9 | -13 | 5 | 3 | -6 |
| 43 | CC[C@H](C)[C@H](NC(=O)c1ccc(Cl)cc1)C(=O)OCC(=O)c1c(N)n(C)c(=O)n(C)c1=O | 10 | -11 | -6 | -27 | 3 | 16 | -9 | -18 | -2 | 0 | -24 |
| 44 | N#CNC1=NCN(Cc2ccccc2)CN1 | 2 | 1 | 0 | -11 | -3 | -13 | 1 | -13 | -5 | 6 | 22 |
| 45 | Cc1csc(NC(=O)CCS(=O)(=O)c2ccc(Br)cc2)n1 | 2 | 1 | 2 | -5 | 10 | 0 | -3 | 1 | 16 | 5 | 1 |
| 46 | CCOC(=O)N1CCC(N2Cc3cccc(C(=O)Nc4ccccc4OC)c3C2=O)CC1 | -1 | 0 | 6 | 11 | 4 | -13 | 1 | 22 | 7 | -25 | 12 |
| 47 | COc1ccc(/C=N/NC(=O)c2c(C)nc3ccccn23)cc1[N+](=O)[O-] | -1 | -21 | 5 | 1 | -7 | 0 | 7 | 22 | 3 | 12 | 13 |
| 48 | O=C(CSCc1cccc(Br)c1)N1CCOCC1 | -10 | 3 | 7 | -39 | -2 | -36 | 5 | -39 | -14 | 1 | -10 |
| 49 | COc1ccc(-c2ccc(-c3noc(C4CCCCC4)n3)c(OC)n2)cc1 | -5 | -35 | 3 | -18 | 2 | 5 | -24 | -6 | 9 | 1 | -19 |
| 50 | COc1ccc(NC(=O)CSc2ccc(C)cc2)cc1 | 1 | -23 | -3 | -81 | 4 | -46 | -45 | -67 | -10 | -37 | -96 |
| 51 | Cc1noc(C(=O)Nc2sc3c(c2C#N)CCC3)c1Cl | -6 | 4 | -6 | -3 | -1 | -29 | -40 | -24 | 17 | -27 | -45 |
| 52 | COC(=O)[C@@]12CCCN1[C@H](c1ccc(SC3CCCCC3)cc1)[C@H]1C(=O)N(C)C(=O)[C@H]12 | -2 | 19 | 3 | -7 | -6 | -10 | 20 | -5 | 2 | 5 | 2 |
| 53 | CCCn1c(C(C)NC(C)=O)nc2ccccc21 (stereo not drawn) | -24 | -15 | 0 | -13 | -7 | -10 | 7 | -16 | 16 | 1 | 12 |
| 54 | O=C(NNC(=S)Nc1cccc(C(F)(F)F)c1)c1ccccc1Cl | 1 | -2 | -14 | -3 | 3 | 29 | -20 | -18 | 5 | -13 | 13 |
| 55 | CCOC(=O)C(NC(=O)Nc1ccc(Cl)cn1)(Oc1ccc(F)cc1)C(F)(F)F (stereo not drawn) | 7 | 4 | -9 | 10 | 1 | -1 | 1 | -19 | -9 | 17 | 20 |
| 56 | COc1cccc(NC(=O)C2CCN(S(=O)(=O)c3ccc4[nH]c(=O)ccc4c3)CC2)c1 | 8 | -28 | -17 | 21 | 0 | 8 | -18 | 18 | 1 | -12 | -14 |
